Source: PubChem BioAssay (The Scripps Research Institute Molecular Screening Center)
FBW7 act – activators of human E3 ligase FBW7 | AlphaScreen FBW7–phospho-cyclin E peptide binding, activator screen | normalized activity (activation), % at 26.1 µM | AID 1259310 | Q969H0 | 0.13% of 650,000 active; in the data active = normalized activity above about 1.9%;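 also: purified mutant Fbw7 with reduced substrate affinity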
Target sequence (Q969H0 whole entry, looked up): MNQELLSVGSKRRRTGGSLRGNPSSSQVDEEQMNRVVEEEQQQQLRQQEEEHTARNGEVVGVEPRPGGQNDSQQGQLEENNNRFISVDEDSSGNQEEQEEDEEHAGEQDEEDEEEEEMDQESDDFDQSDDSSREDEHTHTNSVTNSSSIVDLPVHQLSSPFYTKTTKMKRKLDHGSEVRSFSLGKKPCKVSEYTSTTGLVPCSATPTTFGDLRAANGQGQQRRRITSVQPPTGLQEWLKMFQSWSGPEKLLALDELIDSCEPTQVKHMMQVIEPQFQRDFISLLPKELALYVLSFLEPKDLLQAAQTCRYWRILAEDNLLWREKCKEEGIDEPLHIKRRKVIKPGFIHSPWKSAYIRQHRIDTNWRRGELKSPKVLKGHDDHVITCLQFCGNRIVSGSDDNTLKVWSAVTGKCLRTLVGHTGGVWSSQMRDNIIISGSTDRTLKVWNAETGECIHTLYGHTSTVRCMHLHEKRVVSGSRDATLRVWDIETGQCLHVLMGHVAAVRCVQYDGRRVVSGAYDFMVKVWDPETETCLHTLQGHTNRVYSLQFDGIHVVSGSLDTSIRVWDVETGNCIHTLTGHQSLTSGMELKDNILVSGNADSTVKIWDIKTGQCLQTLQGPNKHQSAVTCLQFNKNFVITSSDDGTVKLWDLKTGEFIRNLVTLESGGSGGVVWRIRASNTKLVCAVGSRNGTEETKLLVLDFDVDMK
TEAD-YAP block – TEAD-YAP interaction inhibition; HEK-TIYL cells, TEAD-Gal4/YAP UAS-luciferase luminescence; inhibition, % at 9.12 µM; 1.4% of 640,000 active; in the data active = inhibition above about 32%;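 also: 0% = median of test compound wells and 100% = reference inhibitor wells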
MITF inh – inhibitors of human MITF. O75030. AlphaScreen MITF homodimerization, bead proximity signal. inhibition, % at 2.6 µM. 0.91% of 650,000 active; in the data active = inhibition above about 50%;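 also: 0% = vehicle wells with protein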
GPR151 activ – human GPR151 activation. 1% of 650,000 active. Q8TDV0. AID 1508602. PathHunter beta-arrestin GPR151 cells, luminescence. activation, % at 11.2 µM; in the data active = activation above about 4.9%;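 also: 0% = median of compound wells and 100% = cells with positive control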
* marks the source's active call; other numbers are inactive results.

cpd	compound	FBW7 act	TEAD-YAP block
1	CC(C)(C)n1nnnc1C(c1ccncc1)N1CCC(Cc2ccccc2)CC1 (stereo not given)	0.0	-15
2	O=C(c1ccc(F)cc1)N1CCN(C2CCCCC2)CC1	-0.1	2
3	COC(CNC(=O)Cn1c2c(c(-c3ccccc3Cl)cc1=O)CCC2)OC	-0.1	10
4	CCCS(=O)(=O)N1CCN(C(=O)c2cccs2)CC1	0.3	-6
5	Cn1c(SCC(=O)OCc2ccccc2)nc2c1c(=O)[nH]c(=O)n2C	0.0	-13
6	CC(=O)N1CCc2c(sc(NC(=O)CCSc3ccc(C)cc3)c2C#N)C1	0.1	11
7	Cn1c2c(c(=O)[nH]c1=O)C(c1cccs1)C1=C(CC(C)(C)CC1=O)N2 (stereo not given)	0.1	6
8	COc1ccc(S(=O)(=O)Nc2cc3c4c(oc3cc2C)CC(C)(C)CC4=O)cc1	0.0	7

cpd	MITF inh	GPR151 activ
1	2	-0.3
2	22	-0.4
3	0	0.1
4	16	-1.3
5	-2	0.1
6	-5	1.4
7	-8	-0.4
8	20	4.7

The list goes on:
cpd	compound	FBW7 act	TEAD-YAP block
9	O=C(NCc1ccc(Cl)cc1)c1cc(-c2ccc(F)cc2)nc2ccccc12	0.1	23
10	CCCc1cc(=O)oc2c(C)c(OC(C)C(=O)OCC)ccc12 (stereo not given)	1.1	-4
11	O=C1CC(Nc2ccc(OC(F)(F)F)cc2)C(=O)N1c1ccc(Cl)cc1 (stereo not given)	0.4	7
12	CC(C)n1nccc1-c1nnc(NC(=O)COc2ccccc2)o1	-1.0	14
13	N#CCC(=O)NS(=O)(=O)c1ccc(Br)cc1	0.7	-4
14	CCCCCCC1CC(=O)N(Cc2ccc(C(=O)OC)cc2)C(=O)N1 (stereo not given)	0.0	-1
15	CCC(=O)N(NC(N)=S)c1ccccc1	0.0	7
16	CC(C)CCNC(=O)c1ccc(Cl)c([N+](=O)[O-])c1	0.1	-1

cpd	MITF inh	GPR151 activ
9	-2	2.2
10	19	0.0
11	21	-1.2
12	6	-1.7
13	0	0.2
14	8	2.3
15	5	-1.0
16	13	-0.7

Next section
cpd	compound	FBW7 act	TEAD-YAP block
17	COC(=O)c1ccc(CN2CCC(CCC(=O)Nc3cccc(OC)c3)CC2)cc1	0.1	0
18	O=C(O)c1ccc2c(=O)n3c(nc2c1)/C(=C/c1cccc(O)c1)CC3	-0.2	-1
19	CC(=O)C1CC(=O)OC(c2ccccc2)=N1 (stereo not given)	0.1	4
20	O=C(Nc1cc(F)cc(F)c1)c1ccc(N2CCN(c3ccccn3)CC2)c([N+](=O)[O-])c1	-0.2	-13
21	O=C1N[C@@H](CO)C(=O)N2CCN(C(=O)c3cccc4ccccc34)C[C@H]12	1.0	-2
22	O=C(COc1cccc(F)c1)NNC(=O)COc1cccc(C(F)(F)F)c1	0.2	14
23	COc1ccc(CNC(=O)C/C(C)=N/NC(=O)c2ccc(O)c(O)c2)cc1	-0.4	-1
24	O=c1c2ccccc2[nH]c(=S)n1Cc1cccs1	0.1	-14

cpd	MITF inh	GPR151 activ
17	7	-0.5
18	3	-0.7
19	-1	2.0
20	2	2.7
21	15	-1.4
22	-7	0.4
23	3	0.5
24	-14	1.1

An excerpt from above in order of count of non-hydrogen atoms, largest number first:
cpd	compound	FBW7 act	TEAD-YAP block
20	O=C(Nc1cc(F)cc(F)c1)c1ccc(N2CCN(c3ccccn3)CC2)c([N+](=O)[O-])c1	-0.2	-13
8	COc1ccc(S(=O)(=O)Nc2cc3c4c(oc3cc2C)CC(C)(C)CC4=O)cc1	0.0	7
9	O=C(NCc1ccc(Cl)cc1)c1cc(-c2ccc(F)cc2)nc2ccccc12	0.1	23
6	CC(=O)N1CCc2c(sc(NC(=O)CCSc3ccc(C)cc3)c2C#N)C1	0.1	11
21	O=C1N[C@@H](CO)C(=O)N2CCN(C(=O)c3cccc4ccccc34)C[C@H]12	1.0	-2
18	O=C(O)c1ccc2c(=O)n3c(nc2c1)/C(=C/c1cccc(O)c1)CC3	-0.2	-1
12	CC(C)n1nccc1-c1nnc(NC(=O)COc2ccccc2)o1	-1.0	14
10	CCCc1cc(=O)oc2c(C)c(OC(C)C(=O)OCC)ccc12 (stereo not given)	1.1	-4
2	O=C(c1ccc(F)cc1)N1CCN(C2CCCCC2)CC1	-0.1	2
4	CCCS(=O)(=O)N1CCN(C(=O)c2cccs2)CC1	0.3	-6

cpd	MITF inh	GPR151 activ
20	2	2.7
8	20	4.7
9	-2	2.2
6	-5	1.4
21	15	-1.4
18	3	-0.7
12	6	-1.7
10	19	0.0
2	22	-0.4
4	16	-1.3

cpd	compound	FBW7 act	TEAD-YAP block
16	CC(C)CCNC(=O)c1ccc(Cl)c([N+](=O)[O-])c1	0.1	-1
13	N#CCC(=O)NS(=O)(=O)c1ccc(Br)cc1	0.7	-4
15	CCC(=O)N(NC(N)=S)c1ccccc1	0.0	7

cpd	MITF inh	GPR151 activ
16	13	-0.7
13	0	0.2
15	5	-1.0

Additional results:
cpd	compound	FBW7 act	TEAD-YAP block
25	O=C(Nc1cccc(O)c1)c1cc(-c2ccc(Br)cc2)on1	0.9	74*
26	Cc1cc(C)nc(SCc2nnc(SCC(N)=O)n2CCc2ccccc2)n1	0.0	-17
27	CCOCCCNC(=O)c1ccc(Cl)c([N+](=O)[O-])c1	-0.1	11
28	Cc1ccc(S(=O)(=O)CCC(=O)OCc2csc(-c3ccccc3)n2)cc1	0.1	-10
29	Cc1ccc2oc(-c3ccc(NC(=O)c4cccc(I)c4)cc3)nc2c1	0.2	1
30	Cc1cccc(C)c1OCC(=O)NCc1nnc(SCC(=O)NC2CCCCC2)n1C	0.2	11
31	Cc1[nH]ncc1-c1cc2c(cc1F)nc(C1COc3ccccc3C1)n2CCN(C)C (stereo not given)	0.0	7
32	CCCS(=O)(=O)N1CCC2(CC1)NC(=O)N(Cc1ccc(F)cc1)C2=O	0.0	15

cpd	MITF inh	GPR151 activ
25	7	-5.6
26	4	0.5
27	4	-0.4
28	0	1.4
29	10	1.1
30	13	1.3
31	-4	1.6
32	-2	-0.3

Remaining list, next part:
cpd	compound	FBW7 act	TEAD-YAP block
33	CC(=O)N1CCC(N(C(=O)Nc2ccccc2)C2CCC(C)CC2)CC1 (stereo not given)	0.0	-15
34	CC1CC(C)CN(C(=O)COC(=O)c2ccc([N+](=O)[O-])o2)C1 (stereo not given)	-0.1	-3
35	O=C1c2ccccc2C2(c3ccccc3)OC12c1ccc([N+](=O)[O-])cc1 (stereo not given)	-0.5	11
36	CCc1ccc(C(=O)CN(C#N)c2nc(C)cc(C)n2)cc1	-0.1	-4
37	CC(=O)NCc1c(C)ncc2c1CCN(C(=O)c1csc(-c3cccs3)n1)C2	0.1	8
38	CCCS(=O)(=O)NCCc1csc(-c2cccc(C)c2)n1	-0.1	-4
39	CCN1CCN(Cc2ccc(O)c([N+](=O)[O-])c2)CC1	-0.2	1
40	CCOC(=O)C1=C(C)N=c2s/c(=C\c3cccc(OCc4ccccc4)c3)c(=O)n2C1c1ccc(OC)cc1 (stereo not given)	-0.1	-2
41	Cc1[nH]n(-c2ccccc2)c(=O)c1C(c1cccc([N+](=O)[O-])c1)c1c(C)[nH]n(-c2ccccc2)c1=O	-1.2	10
42	COc1ccc(CC(=O)Nc2ccc(S(=O)(=O)N3CCCCC3)cc2)cc1OC	1.2	-2
43	CC1CC1c1ccc(CCC(=O)Nc2ccc(Cl)cc2)o1 (stereo not given)	0.1	0

cpd	MITF inh	GPR151 activ
33	10	2.4
34	-6	2.1
35	8	1.7
36	4	0.9
37	17	1.0
38	6	-1.2
39	7	-0.1
40	-12	-0.4
41	14	-0.6
42	24	-0.8
43	8	0.5
